# HSF1 activator: increases HSF-1 driven luciferase reporter signal | NIH3T3-HGL HSF-1 luciferase reporter, MG132, 8 h; 100% = twice DMSO control signal | activation, % at 9 µM | 300,000 tested, 1.7% active | AID 504408;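 active means mean replicate activation of at least 50% with a set share of replicates each reaching 50%; inconclusive means only one of those two conditions met; inactive means mean below 50% and too few replicates reaching it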;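 further: 0% = median of the neutral control wells and 100% = twice that signal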
# HIF act: HIF pathway transcriptional activation. U2OS HRE-luciferase reporter, luminescence; normalized: DMSO 0%, desferrioxamine 100%. 300,000 tested, 0.32% active. activation, % at 7.5 µM (by protocol);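 active means mean activation of at least 10% of the iron chelator positive control signal, with at least half of replicates also reaching 10%; inconclusive means mean and replicate majority disagree about reaching 10%; inactive means mean and most replicates under 10%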
# HSP90 inh: HSP90 refolding inhibition in rabbit reticulocyte lysate; luciferase refolding luminescence, 3 h; inhibition, % at 5.6 µM; 290,000 tested, 0.91% active;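 active means inhibition above the screen-wide mean plus 3 SD, computed separately per campaign, cut at about 16% in these data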;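 further: 0% = DMSO wells and 100% = 60 µM geldanamycin wells; inhibitors lower the luminescence because luciferase stays unfolded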
# AI-2 QS modul: modulators of Vibrio harveyi AI-2 quorum sensing system | Vibrio harveyi JMH597 AI-2 luminescence/OD600 ratio, 9 h; active compounds read low; strain lacks LuxN and CqsS sensors; 0 = neutral-control median | activity change, % at 7.5 µM | 300,000 tested, 0.4% active | AID 2094; in the data active means activity change below about -75%, passing the limit was not always enough; inconclusive means no clear call, values can overlap the other calls;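 further: luminescence divided by OD600 gain over 9 h not by final OD600 alone; inactives centre near 13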
# KLF5 inhibitor: suppresses KLF5 promoter-driven expression; DLD-1 KLF5 promoter-luciferase reporter, luminescence; inhibition, % at 5 µM; AID 1700; 290,000 tested, 0.23% active;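 active means inhibition above a per-plate limit of that plate's mean compound inhibition plus 3 SD, cut at about 60% in these data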;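 further: 0% = DMSO wells and 100% = LY294002 at 200 µM; higher means less KLF5 promoter-driven luciferase light; inactives centre near -14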
# IEC-6 tox: kills IEC-6 intestinal cells in KLF5 counter-screen; IEC-6 cytotoxicity, luminescence viability; inhibition, % at 5 µM; 290,000 tested, 0.78% active; AID 1825; in the data active means inhibition above about 22%;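 further: 0% = plate median of test compound wells and 100% = cytotoxic reference compound wells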
# Platelet DG rel: modulates dense granule release in human platelets; 300,000 tested, 0.22% active; AID 1663; human platelet-rich plasma, SFLLRN dense granule ATP release, luminescence; inhibition, %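 (compounds screened at 7.5 µM in platelet-rich plasma)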;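 active means mean replicate score, as percent of positive control, at or above 50; inconclusive means mean below 50 but at least one replicate at or above 50; inactive means mean and every replicate below 50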
# aSyn UTR inh: 5' untranslated region of α-synuclein, MLPCN primary screen; AID 1813; 300,000 tested, 0.82% active; inhibition, % (tested at 7.5 µM); alpha-synuclein 5'UTR reporter, inhibitor activity; in the data active means inhibition above about 60%; inconclusive means no clear call, values can overlap the other calls;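 further: H4 neuroglioblastoma cells stably carrying SNCA 5'UTR luciferase fusion; 0% = DMSO wells and 100% = positive control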
# HSF1 inhib: HSF1 inhibition. NIH3T3-HGL HSE-luciferase, MG132-induced, luminescence 8 h; active compounds read low. 300,000 tested, 0.77% active. activity change, negative = inhibition, % at 7.5 µM (by protocol). AID 2098;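 active means more than half of replicate wells show activity change below -50%, luminescence cut by over half; inconclusive means some wells, but at most half, below -50%; inactive means no replicate well below -50%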;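 further: luciferase reports HSF-1 transcriptional activity via heat shock element; 0% = median of DMSO wells and -100% = zero luminescence signal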
# HDAC3 inhib: blocks human histone deacetylase 3; inhibition, % at 8.3 µM; 320,000 tested, 0.15% active; O15379; AID 2718; recombinant HDAC3, fluorogenic peptide/trypsin coupled, fluorescence; in the data active means inhibition above about 26%, passing the limit was not always enough; inconclusive means no clear call, values can overlap the other calls
# Target sequence (O15379 whole entry, looked up): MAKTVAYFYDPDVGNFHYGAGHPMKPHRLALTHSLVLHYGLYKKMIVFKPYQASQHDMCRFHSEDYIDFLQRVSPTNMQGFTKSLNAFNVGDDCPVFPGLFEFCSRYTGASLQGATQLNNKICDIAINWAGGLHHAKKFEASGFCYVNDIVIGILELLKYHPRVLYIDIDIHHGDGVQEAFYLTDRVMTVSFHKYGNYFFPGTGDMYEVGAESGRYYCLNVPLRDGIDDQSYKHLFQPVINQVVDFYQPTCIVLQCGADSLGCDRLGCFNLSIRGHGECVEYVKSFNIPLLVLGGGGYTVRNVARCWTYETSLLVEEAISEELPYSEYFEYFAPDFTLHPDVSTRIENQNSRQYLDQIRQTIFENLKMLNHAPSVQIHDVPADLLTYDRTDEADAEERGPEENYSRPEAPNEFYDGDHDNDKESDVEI
# An asterisk follows results filed as active; ? = inconclusive; / = not tested or not shown.
compound,HSF1 activator,HIF act,HSP90 inh,AI-2 QS modul,KLF5 inhibitor,IEC-6 tox,Platelet DG rel,aSyn UTR inh,HSF1 inhib,HDAC3 inhib
O=[N+]([O-])c1cc(Cl)ccc1-c1nc(-c2ccccc2)no1,95*,3.9,5,1,-103,2,-1,-181,39,1
c1ccc2c(c1)nnn1c3ccccc3nc21,62*,-0.1,11,-2,-152,1,15,-48,29,1
O=C(O)CCCC(=O)Nc1nc2n(n1)C(c1ccc(F)cc1)CC(c1ccc(Cl)cc1)N2 (stereo unspecified),4,-0.2,0,3,-16,-3,-1,-17,-1,-3
C/C=C(\CS(=O)(=O)c1ccccc1)S(=O)(=O)c1ccccc1,43,0.3,6,7,-58,2,2,-20,22,3
COc1ccccc1OCCNC(=O)c1ccco1,8,-2.3,-2,0,-18,-1,-2,-1,-4,1
Cc1cnc(C(=O)OC(C(=O)Nc2cc(C(F)(F)F)ccc2Cl)c2ccccc2)cn1 (stereo unspecified),3,-0.3,1,20,-13,-7,18,10,3,-2
CCc1ccccc1NC(=O)CSc1n[nH]c(C)c1[N+](=O)[O-],11,-0.4,-6,7,-12,-2,0,-5,-5,/
CN(C)CC(C)(C)CNC(C(=O)Nc1ccc(Cl)cc1C(F)(F)F)c1ccccc1 (stereo unspecified),-7,0.0,3,4,-25,9,-1,-5,-2,/
O=S1(=O)CCN(OCc2ccc(Cl)cc2)CC1,9,0.1,1,14,10,6,1,-8,-6,14
O=C(Cn1cnc2c(cnn2-c2ccccc2)c1=O)c1ccc(Cl)cc1,-16,0.2,-1,11,-8,2,-39,4,-9,2

# Record cards, from the list above.
# C/C=C(\CS(=O)(=O)c1ccccc1)S(=O)(=O)c1ccccc1 reads HSF1 activator: 43; HIF act: 0.3; HSP90 inh: 6; AI-2 QS modul: 7; KLF5 inhibitor: -58; IEC-6 tox: 2; Platelet DG rel: 2; aSyn UTR inh: -20; HSF1 inhib: 22; HDAC3 inhib: 3
# O=[N+]([O-])c1cc(Cl)ccc1-c1nc(-c2ccccc2)no1 reads HSF1 activator: 95*; HIF act: 3.9; HSP90 inh: 5; AI-2 QS modul: 1; KLF5 inhibitor: -103; IEC-6 tox: 2; Platelet DG rel: -1; aSyn UTR inh: -181; HSF1 inhib: 39; HDAC3 inhib: 1
# c1ccc2c(c1)nnn1c3ccccc3nc21 reads HSF1 activator: 62*; HIF act: -0.1; HSP90 inh: 11; AI-2 QS modul: -2; KLF5 inhibitor: -152; IEC-6 tox: 1; Platelet DG rel: 15; aSyn UTR inh: -48; HSF1 inhib: 29; HDAC3 inhib: 1

# Continued:
compound,HSF1 activator,HIF act,HSP90 inh,AI-2 QS modul,KLF5 inhibitor,IEC-6 tox,Platelet DG rel,aSyn UTR inh,HSF1 inhib,HDAC3 inhib
CC1(C)CC(=O)C2=C(C1)Nc1ccccc1NC2c1ccc(F)cc1 (stereo unspecified),-1,1.8,3,-3,-16,0,0,6,-2,-8
CN(C)S(=O)(=O)c1ccc(C(=O)N2CCOCC2)cc1,-3,0.3,2,15,-20,0,6,4,-2,5
Cc1ccc2[nH]c3c(c2c1)CN(C(=O)CN1CCN(Cc2ccc4c(c2)OCO4)CC1)CC3,-14,-0.1,0,34,-14,8,13,36,-7,4
O=C(CSc1nnc(-c2ccccc2)o1)Nn1cnnc1,-8,-0.3,4,21,-19,8,1,13,-11,-1
COc1ccc(CCNC(=O)CC2SC(=NCc3ccccc3OC)NC2=O)cc1 (stereo unspecified),14,0.4,0,13,-6,-11,-1,-3,4,-4
COc1ccccc1C(=O)NC(=O)COC(=O)c1cc[n+]([O-])cc1,-12,-0.4,/,13,/,/,18,6,0,0
COc1ccc(OC)c(Nc2ncnc3ccccc23)c1,10,-44,5,-5,-42,4,-7,-17,-6,-10
COc1ccccc1N1CCN(C(=O)C(Sc2ccccc2)c2ccccc2)CC1 (stereo unspecified),-48,-0.2,1,10,3,-1,-4,29,-33,2
COc1ccc(C(=O)Nn2cnnc2)cc1OC,19,-0.4,0,30,4,-3,-7,29,-5,1
Cc1[nH]n(C(N)=S)c(=O)c1C(c1ccccc1)C(C#N)C#N (stereo unspecified),-18,0.1,3,17,-29,-3,-3,16,-5,-3
CCN(CC)C(=O)c1ccc(NS(=O)(=O)c2ccccc2)cc1,-54,-0.2,-1,16,-16,-1,2,-14,-40,8
COc1cccc(C(=O)OCC(=O)NC(=O)NC2CCCC2)c1O,46,-0.3,0,3,-24,-1,-1,5,14,4
COC(=O)[C@H](CC(C)C)NC(=O)NCCCc1ccccc1,9,-34,1,11,7,1,-12,7,2,0
O=C(O)/C=C/C(=O)Nc1ccc(OC(F)F)cc1,3,2.4,0,6,9,-4,-2,-48,1,6
[O-]/C(=C(\C(=S)Nc1ccccc1F)[n+]1ccccc1)c1ccc(OC(F)F)cc1,-14,0.8,-1,8,-9,7,1,-9,6,-5
O=C(Cc1nc(-c2cnccn2)no1)NNC(=O)Nc1ccccc1,-25,-0.4,-1,6,-11,-8,-2,2,-9,/
O=C(C1=C[C@@H](c2ccc(C(F)(F)F)cc2)C[C@@H](OCCCCO)O1)N1CCN(Cc2ccccc2)CC1,6,-0.5,15,32,-19,-1,5,27,-2,?
Cc1ccc(NC(=O)NCCN2CCCCC2)cc1C,1,-0.6,-2,-3,-15,5,-2,-18,-3,-3
CC1CCN(CCOCCOc2ccccc2Br)CC1,7,-0.2,1,17,-23,4,-12,3,10,4
Cc1c(C(=O)Nc2ccccc2)csc1-c1ccccc1,61*,-0.6,2,1,-63,-5,30,-25,28,0
CCCCC(=O)NC1(C(F)(F)F)NC(=O)N(Cc2ccccc2)C1=O (stereo unspecified),1,-0.8,0,12,6,-9,19,9,1,-1
COc1ccc(-n2nc3c(N4CCC(C(=O)NCc5cccc(C)c5)CC4)nnc(C)c3c2C)cc1,-5,-4.6,-1,16,17,9,-7,70*,-10,-2
Nc1nccc(-c2cccs2)n1,-18,0.3,6,17,0,-1,0,-3,2,-4
CC(Oc1ccccc1)C(=O)Nc1ccc(C(N)=O)cc1 (stereo unspecified),3,0.4,6,12,6,4,8,-16,1,5
CC(Oc1ccc(Br)cc1)C(=O)Nc1cc(S(=O)(=O)N2CCOCC2)ccc1N1CCCC1 (stereo unspecified),20,-0.2,/,31,/,/,-4,7,11,/
Cc1[nH]c2ccccc2c1SCc1nnc(SCc2ccc(Cl)cc2)n1C,5,-2.1,0,14,-16,-1,-5,34,-3,-2
O=C(C1=NN[C@@H]2C(=O)N(c3ccccc3C(F)(F)F)C(=O)[C@H]12)c1cnccn1,3,-0.3,4,7,-24,6,5,-19,-6,2
OC1(CNCc2ccccc2)C2CC3CC(C2)CC1C3 (stereo unspecified),8,-0.5,2,34,-13,3,6,-18,-7,-5
CC(=O)N1CCC(=NNC(=O)CSc2cc(C)c(Br)cc2C)CC1,2,-0.4,1,5,-15,-12,-2,11,7,-5
N/C(=N\OC(=O)CCCOc1ccccc1)c1ccccc1,/,-0.1,-4,-83*,-5,0,7,-4,/,2

# More entries follow:
# The line under a structure holds: HSF1 activator | HIF act | HSP90 inh | AI-2 QS modul | KLF5 inhibitor | IEC-6 tox | Platelet DG rel | aSyn UTR inh | HSF1 inhib | HDAC3 inhib
Cc1nc(C)n(C(Oc2ccc(Cl)cc2Cl)C(=O)C(C)(C)C)n1 (stereo unspecified)
 : 5 | -0.7 | / | -2 | / | / | 12 | 8 | -5 | -2
CC(NC(=S)N1CCOCC1)c1ccccc1 (stereo unspecified)
 : -7 | -0.1 | 1 | 17 | -23 | 0 | 19 | 20 | 0 | ?
Cc1ccc(-c2csc3nc(C(C)C)oc(=O)c23)c(C)c1
 : 8 | -0.2 | 0 | 4 | -36 | 0 | 7 | -19 | -3 | -7
COCCN(CC1CCCN(C2Cc3ccccc3C2)C1)C(=O)c1ccc(C(C)=O)cc1 (stereo unspecified)
 : -32 | 0.6 | -6 | 26 | -28 | 2 | 6 | -6 | -10 | 2
Cc1cccc(NC(=S)N(CCCN2CCOCC2)Cc2cn(C)c3ccccc23)c1
 : -5 | -0.1 | 1 | 7 | 5 | 6 | 16 | -13 | -2 | -8
CCCCOP(=O)(c1ccc(N(C)C)cc1)C(O)c1ccc(OC)c(OC)c1 (stereo unspecified)
 : 12 | 0.9 | 0 | 25 | -35 | 0 | -15 | 12 | 5 | 10
CC1=NN(c2nc3ccccc3[nH]2)C(=O)C1Cc1ccccc1 (stereo unspecified)
 : 10 | 0.2 | -6 | 12 | 63* | -16 | -4 | 26 | -7 | 0
O=C1CC(c2ccccc2)CC2=C1C=Nc1ccccc1N2 (stereo unspecified)
 : 5 | 1.0 | -1 | 13 | -4 | 3 | 1 | -43 | -4 | 1
CN(CC(=O)Nc1cccc(F)c1)C(=O)c1ccccc1CCc1ccccc1
 : 1 | -0.3 | / | 13 | / | / | 10 | 7 | 9 | 3
CCS(=O)(=O)Nc1cccc(C2=NN(S(=O)(=O)c3ccc(C)cc3)C(c3ccco3)C2)c1 (stereo unspecified)
 : 24 | -0.1 | 4 | 25 | -26 | -1 | 10 | 20 | 5 | 7
CN(C(=O)COC(=O)c1nc(Cl)ccc1Cl)c1ccccc1
 : -4 | -0.3 | 5 | 7 | -25 | -2 | 31 | 9 | -9 | 0
O=C(c1cnn2c(C(F)F)cc(C3CC3)nc12)N1CCc2ccccc2C1
 : 9 | 0.1 | 1 | 33 | -14 | 3 | -4 | -1 | 6 | -2
Cc1c(C(=O)NC(=S)Nc2ccc(NC(=O)c3cccs3)cc2)cccc1[N+](=O)[O-]
 : 6 | 0.4 | 2 | 20 | -25 | 1 | -14 | -18 | 3 | 2
O=C(Nc1cccc([N+](=O)[O-])c1)C1C2CCCCC21 (stereo unspecified)
 : -8 | -6.3 | -5 | 52 | -17 | 1 | 0 | -31 | 2 | 1
O=C(c1nc2ccc(Cl)cn2c1CNCC[C@@H]1C[C@@H]2C=C[C@H]1C2)N1CCCCCCC1
 : -19 | -1.3 | 3 | 19 | -2 | 0 | -2 | -6 | -9 | 5
COc1ccc(CN2C(=O)c3oc4ccccc4c(=O)c3C2c2ccc(O)c(OC)c2)cc1 (stereo unspecified)
 : 6 | -0.4 | 2 | 27 | -5 | 2 | 0 | 9 | -2 | /
CC1CC(c2ccccc2)n2nc(NC(=O)CCc3ccccc3)nc2N1 (stereo unspecified)
 : 6 | -0.1 | 1 | 0 | -4 | -3 | -12 | 16 | -7 | 1
